Screening results: PubChem, Sanford-Burnham Center for Chemical Genomics
TNAP activators: stimulation of alkaline phosphatase TNAP activity – biochemical, luminescent, no phosphate acceptor, uHTS, primary screen (AID 1001); purified TNAP, luminescent activation assay, no phosphate acceptor; higher activation fold means a stronger effect; one-dose activation fold at 20 µM; EC50 in µM for titrated hits; hit rate 0.03% among 200,000; in the data active = activation fold from about 3, or a potency from the dose series; inactive = the rest, 99 in 100 with activation fold below about 1.6; also: many of its hits are not listed in these tables
human PMI inhibitors: human PMI inhibitors, high substrate, primary screen, biochemical, fluorescence intensity, high mannose 6-phosphate (AID 1220); inhibition, % at 20 µM, or IC50 in µM where a hit was titrated; hit rate 0.66% among 190,000; recombinant PMI enzyme, coupled fluorescence intensity; higher % means a stronger effect
XIAP antagonists: small molecules displacing peptide from XIAP – biochemical, IAP family, fluorescence polarization (AID 1018) | XIAP BIR domain, fluorescence polarization peptide displacement; higher % means a stronger effect | displacement, % at 20 µM, or IC50 in µM where a hit was titrated | hit rate 0.007% among 200,000; in the data active = displacement above about 50%; also: a part of the inactive calls stands beside numbers as strong as those of hits
NOD1 inhibition: NOD1 signaling inhibitors, primary screen, cell-based, luminescence, uHTS (AID 1578) | hit rate 1% among 290,000 | NOD1-driven NF-kB luciferase reporter cells, luminescence; higher % means a stronger effect | inhibition, % at 4 µM, or EC50 in µM where a hit was titrated; in the data active = inhibition mostly above about 36%, no sharp cut-off; inactive = mostly below about 34%;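 also: HEK-293T reporter cells stimulated with the NOD1 agonist gamma-tri-DAP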
KOR beta-arrestin-1: KOR agonists, beta-arrestin recruitment, primary screen, cell-based, luminescence, uHTS (AID 1777) | KOR beta-arrestin recruitment, luminescence; higher % means a stronger effect | one-dose activation, % at 10 µM; EC50 in µM for titrated hits | hit rate 0.02% among 280,000; in the data active = activation above about 50%, passing the limit was not always enough; also: a part of the inactive calls stands beside numbers as strong as those of hits
KOR beta-arrestin-2: KOR antagonists, beta-arrestin recruitment, cell-based, luminescence, uHTS (AID 1778); KOR beta-arrestin recruitment, luminescence, antagonist mode; higher % means a stronger effect; one-dose inhibition, % at 10 µM; IC50 in µM for titrated hits; hit rate 0.091% among 290,000; also: strong numbers were not always called active
PMI inhibitors: inhibitors of human PMI, primary screen, biochemical, fluorescence intensity, coupled assay (AID 1209); hit rate 0.42% among 190,000; inhibition, % at 20 µM, or IC50 in µM where a hit was titrated; purified PMI enzyme, coupled fluorescence intensity; higher % means a stronger effect;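 also: plate controls were DMSO vehicle for no effect and wells lacking substrate for full effect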
LYP inhibition: inhibitors of LYP phosphatase, biochemical, fluorescence intensity, uHTS (AID 1779) | recombinant LYP phosphatase, fluorescence intensity; higher % means a stronger effect | one-dose inhibition, % at 11.5 µM; IC50 in µM for titrated hits | hit rate 0.054% among 290,000;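 also: plate controls were vehicle with enzyme for no effect and no enzyme for full effect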
NOD2 inhibition: inhibition of NOD2-driven NF-kB reporter – cell-based, luminescence, uHTS, HEK293 (AID 1566) | HEK293 NOD2/NF-kB luciferase reporter, luminescence; higher % means a stronger effect | inhibition, % at 4 µM, or EC50 in µM where a hit was titrated | hit rate 0.63% among 290,000; also: many of its hits are not listed in these tables
Starred values were filed as active, the others as inactive; . = no result given; [ ] = dose if it differs, or a comment. Rule as the data show it, unless noted: active = inhibition above about 50%; inactive = the rest. This is a subset; count on the stated rates, not on these rows.

| TNAP activators | human PMI inhibitors | Molecule | XIAP antagonists | NOD1 inhibition | KOR beta-arrestin-1 | KOR beta-arrestin-2 | PMI inhibitors | LYP inhibition | NOD2 inhibition |
| --- | --- | --- | --- | --- | --- | --- | --- | --- | --- |
| 1.1 | -2% | CC(=O)c1cccc(NC(=O)c2cc(C(C)C)on2)c1 | 3.9% | -83% | -1.8% | 25% | -5% | -5% | -83% |
| 1.1 | 0% | O=S(=O)(Cc1ccc(Cl)cc1)N1CCCC1 | -3.4% | -5% | 0.8% | 28% | -1% | -8% | 15% |
| 1 | 0% | COc1cc2cc(C(N)=O)c(N)nc2cc1OC | -8.1% | 7% | 9.3% | -47% | 0% | -28% | 5% |
| 1.1 | 19% | O=[N+]([O-])c1ccccc1-c1ccc(C(=S)N2CCCC2)o1 | -10% | -22% | 2.1% | -37% | 5% | 14% | -19% |
| 1.1 | 7% | N#CNC(=Nc1ccccc1F)SCc1ccc(C(=O)O)cc1 | -3.5% | -42% | -0.7% | -11% | 14% | -8% | 6% |
| 1.1 | 15% | Cc1cc(C)nc(NC(=O)c2c(-c3c(Cl)cccc3Cl)noc2C)n1 | -2.6% | -10% | -6.9% | 30% | 9% | -5% | -6% |
| 1.1 | -7% | Cc1ccc(OCc2nnc(N)s2)cc1 | -6.0% | -43% | . | 13%[20 µM] | -4% | -3% | -20% |
| 1 | -7% | COc1ccc(N=c2oc3ccc(OC)cc3cc2-c2nc3ccccc3[nH]2)cc1 | -5.4% | -40% | 3.9% | -31% | -1% | -6% | -64% |
| . | . | Cc1cc(C)c2[nH]c(C(=O)Nc3ccc4c(c3)OCO4)cc2c1 | . | 2% | -2.6% | 12% | . | 0% | -11% |
| 1 | 3% | CCCCn1c2ccccc2c2nnc(SCC(=O)NC3=NN=C(c4ccccc4)CS3)nc21 | -3.0% | -14% | -3.4% | 14% | 28% | 4% | 2% |
| . | . | O=C(CSc1ccc2nnc(-c3ccccn3)n2n1)Nc1ccccc1 | . | -14% | 3.2% | 14% | . | -3% | 11% |
| . | . | CCc1noc(C)c1C(=O)N1CCCC(N2CCN(c3ccc(F)cc3)CC2)C1 (configuration not stated) | . | -31% | 8.3% | -26% | . | -8% | 10% |
| 1.2 | -13% | S=c1[nH]nc(-c2ccccn2)n1/N=C/c1ccc(-c2ccccc2Cl)o1 | -3.2% | 3% | -2.4% | -19% | -9% | 3% | -22% |
| 1.3 | 4% | CSCc1ccc(C(=O)Nc2ccc(C(N)=O)cc2)cc1 | -4.3% | -53% | -1.6% | -18%[20 µM] | 0% | 0% | -107% |
| . | . | COc1ccc(-c2ccc(F)cc2)cc1[C@H]1[C@H]2C=CC[C@@H](C)[C@@H]2C(=O)N1Cc1ccccc1 | . | 2% | -1.2% | 13% | . | 3% | 20% |
| 1 | 3% | Cc1cccc(C2c3[nH]c4ccccc4c3CCN2Cc2cccn2-c2ncccn2)c1 (configuration not stated) | -9.9% | -22% | -4.1% | -28%[20 µM] | 5% | 8% | -4% |
| 1 | 2% | O=C(N=Nc1c(O)[nH]c2ccccc12)c1ccco1 | -9.4% | -29% | -7.1% | -3% | 6% | -1% | -87% |
| 1.1 | 0% | CSc1nc2nccc(-c3ccc(Cl)cc3)n2n1 | -4.7% | -6% | 5.5% | 3% | 8% | -6% | -1% |
| 1.1 | 21% | CCOC(=O)N1CCC(N2C(=O)c3ccccc3C2Nc2cc(Cl)c(OC)cc2OC)CC1 (configuration not stated) | 1.6% | -11% | -0.9% | -1% | 28% | -2% | 19% |
| 1 | -3% | CC(C)Nc1nnc(SCC(=O)/C=C2\N(C)c3ccccc3C2(C)C)s1 | -4.2% | -9% | -2.9% | 6% | -3% | -4% | 4% |
| 1 | 7% | Cc1ccc(C(=O)N/C(=C\c2cccs2)C(=O)NCC2CCCO2)cc1C (configuration not stated) | -4.3% | -14% | -1.0% | -18% | 12% | -2% | 14% |
| 1 | -5% | O=C1CCC(=O)N1OCCCCOc1ccccc1 | -3.1% | -25% | -0.3% | -22% | -6% | -1% | 10% |
| 1.2 | -11% | COc1ccccc1N1CCN(CCOc2c(OC)cccc2OC)CC1 | -12% | -6% | 2.7% | -30% | -3% | -12% | -1% |
| . | . | Cc1ccc(C)c(OCCNc2ccc([N+](=O)[O-])cn2)c1 | . | -5% | -2.4% | -8% | . | 0% | 2% |
| 1.1 | 2% | CC1CCN(C(=O)CSc2nnc(Cn3c(=O)sc4ccccc43)n2C)CC1 | 2.3% | -24% | 3.6% | 9% | 1% | 0% | 15% |
| 1 | -6% | CCC(C)(C)NC(=O)C(c1ccc(C)cc1)N(Cc1cccnc1)C(=O)c1csnn1 (configuration not stated) | -1.2% | -18% | 9.7% | -6% | -6% | -5% | 13% |
| . | . | O=c1[nH]nc(-c2ccc(F)cc2)cc1Cc1cccs1 | . | -8% | 7.5% | 9% | . | 4% | -1% |
| . | . | COc1cccc(CNC(=O)CCn2ccc3cc(S(=O)(=O)N4CCCC4)ccc32)c1 | . | -28% | 0.3% | 23% | . | -13% | 8% |
| 1.1 | 14% | CN(C(=O)c1ccc2c(c1)OCO2)C1(C(=O)NC2CCCC2)CCCCC1 | -7.3% | -8% | 4.3% | 22% | 16% | 4% | -18% |
| 0.9 | 2% | CCc1ccc(NC(=O)CSc2nc3ccccc3c(=O)n2CCCC(=O)N2CCCC2)cc1 | -2.4% | 7% | -8.3% | -2% | -6% | -10% | 18% |
| 1.1 | -3% | Cc1noc(C)c1CSc1nnc(-c2ccncc2)n1-c1ccc(Cl)c(Cl)c1 | 1.7% | -1% | -2.3% | -11% | -3% | -6% | 1% |
| . | . | O=C(Nc1ccc(Cl)cc1)c1cc(-c2cccs2)on1 | . | -127% | 4.1% | 2% | . | -1% | -49% |
| 1.1 | 8% | O=C(N/N=C/CCc1ccccc1)c1ccccc1 | -26% | -27% | 0.9% | -8% | 8% | -3% | 5% |
| 1 | 0% | Cc1ccc(S(=O)(=O)c2nc(NN(C)C)sc2Cl)cc1 | -4.2% | 12% | 0.2% | -4% | -6% | 4% | 29% |
| . | . | COC(=O)c1ccc(OCC(O)CNC2CCCC2)cc1 (configuration not stated) | . | -6% | 7.8% | -16% | . | -7% | -3% |
| 1 | -7% | O=C(NCCCN1CCCCCC1)c1ccc2c(Cl)c3c(nc2c1)CCCC3 | -4.9% | -26% | -2.4% | -10% | -8% | -9% | -3% |
| . | . | CS(=O)(=O)c1ccc(C(=O)Nc2cccc(-c3nc4ccccc4[nH]3)c2)cc1 | . | -3% | -4.7% | -24% | . | -9% | -31% |
| 1.1 | -2% | COc1cc(/C=N/NC(=O)c2ccncc2)ccc1OCc1cnc(Cl)s1 | -3.6% | -18% | -1.3% | -10%[20 µM] | -3% | -4% | -14% |
| 0.9 | 3% | CCOc1cc(NC(=O)CC(C)C)c(OCC)cc1NC(=O)CCn1nnc2ccccc21 | -5.5% | -4% | 2.2% | -23% | -3% | 5% | 4% |
| 1.1 | 8% | CCC(=O)N1CCN(c2ccc(Cl)cc2NC(=O)c2ccc3c(c2)OCCO3)CC1 | -2.9% | -7% | -3.4% | 21% | 10% | 3% | 17% |
| . | . | CCOc1ccccc1N1CCN(C(=S)Nc2ccc(S(=O)(=O)Nc3ncccn3)cc2)CC1 | . | 11% | 2.9% | -6% | . | -7% | -3% |
| 1.1 | 4% | c1cncc(-c2nc(NCC3COc4ccccc4O3)c3ccccc3n2)c1 (configuration not stated) | -14% | 3% | 60% | 23% | 7% | -7% | 8% |
| 0.9 | -5% | CN(C)C(=O)N1CCC(C(=O)NCc2ccc(F)cc2)CC1 | -6.9% | 11% | -4.5% | 10% | -2% | -10% | 21% |
| 1 | -4% | CC(C)C(=O)N1CCN(c2ccc(NC(=O)COc3ccccc3[N+](=O)[O-])cc2)CC1 | -3.0% | 23% | -5.1% | -63%[20 µM] | -4% | -5% | 15% |
| 1.1 | -2% | Cc1ncc([N+](=O)[O-])n1CCOC(=O)NC(NCc1ccccc1)C(Cl)(Cl)Cl (configuration not stated) | 1.7% | -3% | 3.3% | -31% | 0% | -3% | -9% |
| 1.1 | 7% | CC(=O)Nc1cc2c(cc1Br)OCCO2 | -7.8% | . | -1.3% | 26% | 10% | -3% | 8% |
| 1.2 | -6% | CN(C)C(=O)COC(=O)c1cc(Cl)cc(Cl)c1N | -4.8% | -46% | 1.4% | 4% | -4% | -12% | 6% |
| 1.1 | 0% | O=[N+]([O-])c1cc(Cl)ccc1Sc1cccc2cccnc12 | 0.3% | -3% | -0.5% | -2% | 8% | -5% | 12% |
| 1.1 | 10% | CC(=O)c1cc(C#N)c(SCCC(C)C)nc1C | -0.6% | -24% | 6.0% | -50% | 17% | -6% | -16% |
| . | . | CCn1c(SCc2ccccc2F)nnc1-c1ccncc1 | . | -1% | -2.4% | -16% | . | -10% | 10% |
| 1.1 | 1% | COc1cccc(NC(=O)C(Cc2ccccc2)NC(=O)C2CCC(C)CC2)c1 (configuration not stated) | -4.3% | -19% | -2.5% | 24% | 9% | -1% | -8% |
| 1.1 | 6% | CC1=C(C(=O)N(C)C)C(c2ccc(Cl)c(Cl)c2)NC(=O)N1 (configuration not stated) | -3.1% | -9% | 3.8% | -7% | -4% | 0% | 10% |
| 1 | 13% | Cc1[nH]c2ccc(-c3nnc(SCC(=O)c4ccc(F)cc4)o3)cc2c1C | -5.4% | -31% | -3.2% | 29% | 10% | -2% | 14% |
| 1.1 | -11% | CCC(C)N1C(=O)CCC1C(=O)N1CCN(c2ccc(F)cc2)CC1 (configuration not stated) | -3.1% | 7% | 5.2% | -41% | -9% | -8% | 10% |
| 0.8 | 7% | CC(=O)N1CCN(c2cc(N3CCCC3)c(F)cc2[N+](=O)[O-])CC1 | -6.9% | -30% | 3.4% | -16% | 7% | 1% | 6% |
| . | . | CN(CCOc1ccccc1)CC(=O)Nc1ccc(S(=O)(=O)N2CCCC2)cc1 | . | -5% | . | 8% | . | -7% | 17% |
| 1 | -8% | O=C(N/N=C/c1ccccn1)c1ccc(S(=O)(=O)N2CCCCCC2)cc1 | -4.1% | -4% | -4.5% | 14% | -16% | 0% | -5% |
| 1.1 | -4% | COc1cc(/C=C/C(=O)OCC(=O)NCc2cccs2)ccc1OC(F)F | 1.1% | -14% | 2.1% | 14% | 1% | 0% | -1% |
| . | . | Cc1ccc(CCNS(=O)(=O)c2ccc3c(c2)C(C)(C)C(=O)N3C)cc1 | . | -4% | -3.5% | 4%[20 µM] | . | -15% | 19% |

An excerpt from above in order of formula weight, rising:
| TNAP activators | human PMI inhibitors | Molecule | XIAP antagonists | NOD1 inhibition | KOR beta-arrestin-1 | KOR beta-arrestin-2 | PMI inhibitors | LYP inhibition | NOD2 inhibition |
| --- | --- | --- | --- | --- | --- | --- | --- | --- | --- |
| 1.1 | 10% | CC(=O)c1cc(C#N)c(SCCC(C)C)nc1C | -0.6% | -24% | 6.0% | -50% | 17% | -6% | -16% |
| . | . | CCn1c(SCc2ccccc2F)nnc1-c1ccncc1 | . | -1% | -2.4% | -16% | . | -10% | 10% |
| 1 | 0% | Cc1ccc(S(=O)(=O)c2nc(NN(C)C)sc2Cl)cc1 | -4.2% | 12% | 0.2% | -4% | -6% | 4% | 29% |
| 1 | -7% | O=C(NCCCN1CCCCCC1)c1ccc2c(Cl)c3c(nc2c1)CCCC3 | -4.9% | -26% | -2.4% | -10% | -8% | -9% | -3% |
| 1 | -4% | CC(C)C(=O)N1CCN(c2ccc(NC(=O)COc3ccccc3[N+](=O)[O-])cc2)CC1 | -3.0% | 23% | -5.1% | -63%[20 µM] | -4% | -5% | 15% |
| 1.1 | -2% | Cc1ncc([N+](=O)[O-])n1CCOC(=O)NC(NCc1ccccc1)C(Cl)(Cl)Cl (configuration not stated) | 1.7% | -3% | 3.3% | -31% | 0% | -3% | -9% |
